# Source: PubChem (National Center for Advancing Translational Sciences (NCATS))
# p53null 39C kill: p53 null cell cytotoxicity, nonpermissive temperature; H1299 p53-null (neo) cells, 39C, ATPlite viability, 24 h; 55,000 compounds, 0.97% hits; AID 904; Potency, µM (titrated, usually from 46.1 µM), inactives show at the highest dose activity, negative = cell killing, most hits filed as cytotoxic;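 further: potency means the concentration at half of the fitted maximal effect; 0% = DMSO only and -100% = full killing by 100 µM tamoxifen; nearly all actives have a fitted effect of over 50% in size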
#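 H1299 lung cancer cells, p53-null (H1299-neo) or expressing p53 A138V (H1299-p53A138V), were plated overnight at 37C, then exposed to compounds at up to 46 uM for 24 hr at 39C. Viability was read by ATP-based luminescence.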
# GALK inhibitor: inhibits human galactokinase | P51570 | Potency, µM (highest dose often 57.5 µM), for the others: at the top dose activity, negative = inhibition, actives largely listed as inhibitors | recombinant GALK, Kinase-Glo ATP luminescence, 1 h | 44,000 tested, under 10 active;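 further: plate controls were full GALK reaction for no effect and reaction lacking GALK for full effect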
# Target sequence (P51570 whole entry, looked up): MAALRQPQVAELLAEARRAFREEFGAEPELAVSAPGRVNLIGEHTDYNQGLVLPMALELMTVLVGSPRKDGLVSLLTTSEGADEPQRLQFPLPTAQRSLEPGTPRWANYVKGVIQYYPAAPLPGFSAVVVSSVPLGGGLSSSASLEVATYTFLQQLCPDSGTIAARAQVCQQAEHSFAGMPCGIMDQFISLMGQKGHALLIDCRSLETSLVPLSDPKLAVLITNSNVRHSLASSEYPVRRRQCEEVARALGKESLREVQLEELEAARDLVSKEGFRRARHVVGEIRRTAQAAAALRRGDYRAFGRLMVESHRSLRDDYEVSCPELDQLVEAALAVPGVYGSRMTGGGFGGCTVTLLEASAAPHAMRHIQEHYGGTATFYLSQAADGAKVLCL
#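 Compounds were pinned into ATP buffer, then GALK-galactose mix was added (final 5 nM enzyme, 35 uM ATP, 100 uM galactose, pH 8.0). After 1 h at room temperature, Kinase-Glo Plus was added and luminescence read.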
# p53null 32C kill: selectivity test: cytotoxicity in p53 null cells, permissive temperature; Potency, µM (highest dose often 46.1 µM), for inactives: top-dose activity change, negative = cytotoxicity, actives largely listed as cytotoxic; 55,000 compounds, 0.62% hits; AID 903; H1299-neo p53 null cells, ATP luminescence, 24 h, 32C;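 further: potency means the concentration at half of the fitted maximal effect; 0% = DMSO only and -100% = full killing by 100 µM tamoxifen; nearly all actives have a fitted effect of over 55% in size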
#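 H1299-neo, 600 cells/well; overnight 37C; cpd up to 46 uM, 24 h at 32C; ATPlite luminescence after 20 min RT; normalized to DMSO (0%) and tamoxifen 100 uM (100% kill); Hill-fit AC50.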
# FH mod: Identification of activators of human fumarate hydratase by quantitative high-throughput screening; Potency, µM (series often up to 79.9 µM), for inactives: top-dose activity change, negative = inhibition, actives largely listed as inhibitors; 54,000 compounds, 0.22% hits; Fumarate hydratase, mitochondrial (Homo sapiens), P07954; FH coupled MDH/diaphorase resazurin fluorescence, 15 min; AID 1347055, 2019; further: potency means the concentration at half of the fitted maximal effect; on the % scale 0 is the no-effect control and ±100 the full control effect; the screen sought activators but most active calls are inhibition curves; nearly all actives have a fitted effect of over 45% in size
# Target sequence (P07954 whole entry, looked up): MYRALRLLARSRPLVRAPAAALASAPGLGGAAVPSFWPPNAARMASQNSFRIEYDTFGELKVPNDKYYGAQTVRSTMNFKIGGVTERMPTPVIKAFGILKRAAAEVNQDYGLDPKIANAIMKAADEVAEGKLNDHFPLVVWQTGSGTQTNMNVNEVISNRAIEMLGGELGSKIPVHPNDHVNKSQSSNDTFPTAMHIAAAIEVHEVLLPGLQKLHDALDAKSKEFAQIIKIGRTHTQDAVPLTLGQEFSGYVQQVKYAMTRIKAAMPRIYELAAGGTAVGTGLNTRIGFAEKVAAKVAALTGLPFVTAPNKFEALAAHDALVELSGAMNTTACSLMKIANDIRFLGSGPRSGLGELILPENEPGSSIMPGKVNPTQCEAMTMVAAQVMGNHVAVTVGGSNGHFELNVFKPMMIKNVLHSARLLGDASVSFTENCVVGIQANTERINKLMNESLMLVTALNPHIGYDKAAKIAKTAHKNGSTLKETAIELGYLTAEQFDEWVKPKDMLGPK
# NTMT1 inhibitor: blocks human N-terminal methyltransferase 1 activity; Potency, µM (top dose mostly 114 µM), for inactives: at the highest dose activity change, negative = inhibition, actives largely listed as inhibitors; NTMT1 MTase-Glo SAH luminescence, purified enzyme; 59,000 compounds, 2.5% hits; Q9BV86;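 further: potency means the concentration at half of the fitted maximal effect; plate controls were DMSO vehicle for no effect and no enzyme for full effect; nearly all actives have a fitted effect of over 65% in size; many of its hits are not listed in these tables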
# B2AR arrestin ag: beta-arrestin recruitment by human beta2-adrenergic receptor ligands; HTLA Tango cells, beta-arrestin recruitment, luciferase luminescence, 18 h; Potency, µM (doses to about 46.1 µM), without a hit: top-dose activation, actives largely listed as activators; 44,000 tested, under 10 active; AID 1347077;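 further: potency means the concentration at half of the fitted maximal effect; 0% = DMSO and full agonism = EC100 isoproterenol or metaproterenol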
#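 Tango cells expressing recombinant beta2-AR and beta-arrestin were treated with compounds (up to 46 microM titration) in DMEM with 1% FBS for 18 hr at 37 degrees C. Beta-arrestin recruitment drove tTA-dependent luciferase, read by luminescence; curves were fitted and classed.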
# TSG101-PTAP inh: inhibitors of HIV-1 PTAP binding to human TSG101, validation | Q99816 | Fluorescence polarization, FITC-PTAP peptide/Tsg101, 20 min | Potency, µM (highest dose often 115 µM), for the others: top-dose activity change, negative = inhibition, most hits filed as inhibitors | 44,000 tested, under 10 active | AID 1347069; further: potency means the concentration at half of the fitted maximal effect; 0% is about no effect
#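 Read-out is FITC fluorescence polarization. Compounds were added to Tsg101 binding domain (10 uM final), then FITC-PTAP peptide (50 nM final), 20 min at r.t. Total S+P intensity flags fluorescent compounds.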
# * = called active by the depositor; ? = inconclusive; nt = not tested or not shown; [ ] = dose if it differs, or a comment. The call rests on the fitted dose curve; in most records, active means well fitted curve in the direction sought with a large enough effect; inconclusive means small, poorly fitted or top-dose-only effect, or another doubt; inactive means no such curve, though single readings can be large; an effect the other way counts as inactive or inconclusive.
SMILES,p53null 39C kill,GALK inhibitor,p53null 32C kill,FH mod,NTMT1 inhibitor,B2AR arrestin ag,TSG101-PTAP inh
CCCCC(Sc1nc2cc3c(cc2c(=O)n1CCCC(=O)NCc1ccc2c(c1)OCO2)OCO3)C(=O)OCC (stereo unspecified),10%,0%,11%,?,-8%,-2%,0%
COc1cccc2c1Oc1ncccc1N(C(=O)Nc1ccc(F)c(Cl)c1)C2,-14%,1%,-7%,?,9%,1%,2%
COc1ccc(CCNC(=O)CCCn2c(=O)c3cccn3c3ccccc32)cc1OC,2%,4%,4%,-5%,-6%,1%,1%
CCOC(=O)c1c(NC(=O)c2nc(S(C)(=O)=O)ncc2Cl)sc(C(C)=O)c1C,23%,6%,-9%,-5%,9%,-1%,-6%
CCOc1ccc(N(CC)S(=O)(=O)N2CCCC(C(=O)NCc3ccc(SC)cc3)C2)cc1 (stereo unspecified),-7%,-7%,13%,-17%,8%,0%,-1%
COc1cc(CN(C(=O)COc2ccc(Cl)cc2)c2ccccn2)cc(OC)c1OC,5%,-4%,-10%,-11%,5%,-3%,-6%
COc1ccc(-c2ccc(CCC(=O)O)n2CC(=O)Nc2cccc(C(F)(F)F)c2)cc1,1%,-1%,3%,-6%,-6%,0%,-10%
CCNc1ccc(-c2nc(-c3ccncc3)no2)cc1[N+](=O)[O-],22%,2%,-12%,3%,3%,-3%,7%
Cc1ccc(N(Cc2cccs2)C(=O)c2ccc(Br)o2)cc1,?,0%,26%,?,-24%,-5%,-4%
COc1ccccc1CNC(=O)C1CCC(CNS(=O)(=O)c2ccc3c(c2)CCCC(=O)N3)CC1 (stereo unspecified),-5%,-1%,-10%,3%,6%,3%,2%
Cc1ccc(CNC(=O)c2ccc3c(O)c(S(=O)(=O)c4ccccc4)c(=O)[nH]c3c2)cc1,6%,6%,-3%,-15%,13%,0%,-3%
CC(NC(=O)C1(c2cccs2)CCOCC1)c1ccccc1 (stereo unspecified),28%,-5%,4%,0%,4%,-2%,-2%
Cc1cccc(Cn2cc(/C=C(/C#N)C(=O)Nc3cccc(Cl)c3)c3ccccc32)c1,17%,3%,14%,-5%,1%,1%,10%
COc1cc(Cl)c(S(=O)(=O)N2CCN(c3c(C)cccc3C)CC2)cc1Cl,-1%,9%,-27%,-20%,-3%,1%,0%
Cc1ccc(NC(=O)CSc2ncc3c(n2)-c2ccccc2N(C)S3(=O)=O)c(Cl)c1,6%,-3%,-11%,-9%,?,0%,-1%
COc1ccc(-c2noc(CNC(=O)c3ccccc3Br)n2)cc1,-8%,-1%,-1%,-1%,-3%,0%,0%
O=C1CC(c2ccccc2)Cc2[nH]c(=O)c(-c3nc(-c4ccc(Cl)c(Cl)c4)cs3)cc21 (stereo unspecified),-10%,0%,20%,-4%,10%,1%,0%
COc1ccc(-n2nc3c(N4CCC(C(=O)N5CCC(C)CC5)CC4)nnc(C)c3c2C)cc1,14%,2%,17%,-4%,-8%,1%,-1%
COc1ccc(CCNS(=O)(=O)c2ccc3c(c2)CC(C)N3C(=O)C2CCC2)cc1OC (stereo unspecified),-9%,4%,-5%,0%,-2%,1%,2%
CCOC(=O)c1ccc(NC(=O)CC2C(=O)N(c3ccc(C)cc3)C(=O)N2C2CCCC2)cc1 (stereo unspecified),1%,2%,13%,nt,nt,0%,-1%
Cc1nn(C(C)C(=O)Nc2ccccc2C(F)(F)F)c(=O)c2c1sc1ccccc12 (stereo unspecified),1%,0%,-18%,3%,9%,-2%,0%
CCOc1ccccc1NC(=O)Cn1cnc2onc(-c3ccc(F)cc3)c2c1=O,-11%,1%,0%,-3%,-4%,0%,-3%
CCc1ccc(CNC(=O)c2ccc(NC(=O)N3CCCCc4ccccc43)cc2)cc1,-7%,3%,-4%,-31%,?,0%,0%
Cc1cc2nc(-c3ccc(Br)cc3)cc(C(F)(F)F)n2n1,0%,0%,-5%,7%,-1%,-2%,-2%

# Compound profiles, from the list above. Order of screens: p53null 39C kill, GALK inhibitor, p53null 32C kill, FH mod, NTMT1 inhibitor, B2AR arrestin ag, TSG101-PTAP inh
# `CCOC(=O)c1ccc(NC(=O)CC2C(=O)N(c3ccc(C)cc3)C(=O)N2C2CCCC2)cc1` (stereo unspecified) across the screens: 1%, 2%, 13%, nt, nt, 0%, -1%
# `CCOc1ccccc1NC(=O)Cn1cnc2onc(-c3ccc(F)cc3)c2c1=O` across the screens: -11%, 1%, 0%, -3%, -4%, 0%, -3%
# `COc1ccc(-n2nc3c(N4CCC(C(=O)N5CCC(C)CC5)CC4)nnc(C)c3c2C)cc1` across the screens: 14%, 2%, 17%, -4%, -8%, 1%, -1%
# `Cc1cccc(Cn2cc(/C=C(/C#N)C(=O)Nc3cccc(Cl)c3)c3ccccc32)c1` across the screens: 17%, 3%, 14%, -5%, 1%, 1%, 10%

# Remaining list, next part
SMILES,p53null 39C kill,GALK inhibitor,p53null 32C kill,FH mod,NTMT1 inhibitor,B2AR arrestin ag,TSG101-PTAP inh
CCOc1ccc(NC(=O)CSc2nccn2-c2cccc(C)c2C)cc1,28%,-1%,31%[activator],-26%,?,0%,0%
CCCNC(=O)Cn1c(=O)c2cccn2c2cccnc21,-3%,1%,7%,6%,?,-1%,-4%
Cc1cccc(Cn2c(=O)n(Cc3ccccc3)c(=O)c3sc4ccccc4c32)c1,15%,6%,-16%,-8%,-1%,-2%,-1%
COc1ccccc1CNC(=O)c1ccc(CN2CC(=O)N3CCCCC3C2=O)cc1 (stereo unspecified),6%,-10%,0%,4%,3%,-1%,-14%
CCc1c(C)sc2c1CCN(C(=O)Nc1ccccc1C(F)(F)F)C2c1ccccc1 (stereo unspecified),42%[activator],2%,-5%,-13%,0%,0%,0%
CCN(c1ccccc1)c1ncnc2c1cnn2-c1ccc(C)cc1C,?,3%,9%,-19%,5%,-1%,-3%
COc1ccccc1CNS(=O)(=O)c1ccc2c(c1)NC(=O)CC(=O)N2,-4%,-12%,-3%,15%,-1%,0%,0%
Cc1ccc(C)c(N2CCN(S(=O)(=O)c3cc(C(=O)Nc4ccc(Oc5ccccc5)cc4)ccc3F)CC2)c1,25%,-1%,-3%,2%,6%,1%,-8%
Cc1nn2c(=O)cc(COc3ccc(/C=C(\C#N)C(=O)Nc4ccccc4)cc3Cl)nc2s1,-3%,7%,-4%,-17%,-20%,1%,1%
Cc1cc(C)cc(NC(=O)Cn2c(-c3cncs3)nc3ccccc32)c1,-10%,-16%,?,8%,-7%,1%,-2%
COc1cc(NC(=O)c2cc3nc(-c4ccccc4)cc(-c4ccccc4)n3n2)c(OC)cc1Cl,10%,-15%,-1%,-4%,0%,0%,1%
Cc1cccc(NC(=O)CN2C(=O)C3(SCC(=O)N3c3ccccc3)c3ccccc32)c1 (stereo unspecified),13%,1%,13%,-23%,11%,1%,-16%
O=C(Cn1cc(SCc2cccc(Cl)c2)c2ccccc21)N1CCCCC1,-5%,3%,7%,-22%,8%,0%,-3%
O=[N+]([O-])c1ccc(S(=O)(=O)N2CCn3cccc3C2c2ccc(Br)cc2)cc1 (stereo unspecified),-7%,0%,-15%,-5%,4%,-4%,3%
CNC(=O)C1CCC(Cn2c(=O)c3sccc3n(Cc3ccccc3)c2=O)CC1 (stereo unspecified),-9%,0%,9%,-6%,5%,1%,-4%
O=C(NCCCO)C(=O)NCC(c1ccc2c(c1)OCO2)N1CCOCC1 (stereo unspecified),-5%,0%,6%,-2%,-1%,-1%,6%
COc1ccc(NC(=O)CSc2nc3c(oc4ccccc43)c(=O)n2-c2ccccc2)cc1OC,-17%,?,0%,-9%,0%,1%,-1%
Cc1cc(Cl)ccc1OCC(=O)N1CCC(c2nc3ccccc3s2)CC1,15%,-11%,53%[activator],?,1%,-4%,-5%
COc1ccccc1CCNC(=O)Cc1c(C)c2ccc(O)cc2oc1=O,-9%,-10%,-6%,nt,nt,-1%,5%
CCc1ccc(NC(=O)CCn2cnc3ccccc3c2=O)cc1,5%,2%,?,-26%,17%,-1%,2%
Cc1ccc2oc(-c3ccc(Cl)c(NC(=O)c4ccc(-c5ccccc5[N+](=O)[O-])o4)c3)nc2c1,-6%,9%,6%,-5%,-1%,0%,-2%
Cc1cc(N2CCN(c3cccc(C(F)(F)F)c3)CC2)n2nc(-c3ccccc3C)nc2n1,-14%,-8%,-6%,?,-1%,-2%,-4%
CCc1ccc(C(=O)c2cn(CC(=O)Nc3ccc(OC)cc3OC)c3ccc(CC)cc3c2=O)cc1,-3%,-3%,3%,-6%,17%,-2%,-8%
Cc1cccc(C(=O)Nc2cccc(OCc3cc(=O)n4cc(C)sc4n3)c2)c1,5%,-9%,-19%,2%,16%,0%,1%
CCOc1ccc(C(=O)NCC(c2ccc3c(c2)OCO3)N2CCN(c3ccc(F)cc3)CC2)cc1 (stereo unspecified),1%,2%,9%,-18%,0%,0%,-1%
O=C(Nc1ccc(F)cc1)c1ccc2c(c1)NC(=O)c1ccccc1S2,-11%,11%,?,nt,nt,0%,1%
COc1ccc(C2CC(=O)c3c(C)nc(N4CCN(C=O)CC4)nc3C2)c(OC)c1 (stereo unspecified),-11%,-2%,14%,-14%,3%,-2%,-6%
Cc1nc2c(C(=O)NCCc3ccccc3)c[nH]n2c(=O)c1Cc1ccc(F)cc1Cl,?,?,13µM*,-21%,-10%,-2%,-11%
CCOC(=O)c1c(-c2ccc(C)cc2)csc1NC(=O)c1cc(-c2ccc(C)c(F)c2)on1,21%,0%,1%,nt,nt,-3%,0%
Cc1ccc(CNC(=O)c2ccc(-c3nc(CN4CCc5ccccc54)c(C)o3)cc2)cc1,-12%,1%,-9%,-2%,5%,0%,0%
Cc1ccc(NC(=O)Cn2cc(C(=O)c3ccco3)c3ccccc32)c(C)c1,22%,-2%,-7%,0%,?,0%,-1%
COC(=O)CSc1ncc2c(n1)-c1ccccc1N(Cc1ccccc1C)S2(=O)=O,-21%,-1%,-7%,-24%,17%,1%,9%
CC(CNC(=O)c1ccc(CSc2nc3ccncc3n2Cc2cccc(F)c2)cc1)c1ccccc1 (stereo unspecified),9%,7%,22%,-27%,0%,1%,-5%
CCCCOC(=O)CSc1ncnc2sc3c(c12)CCC(C)C3 (stereo unspecified),49%[activator],3%,7%,-2%,1%,-1%,1%
CCCCN(C)CCNC(=O)c1c2c(nc3ccccc13)C(=O)N(C1CCCCC1)C2,12%,1%,-1%,1%,-5%,0%,0%
Cc1ccc(S(=O)(=O)Nc2cc3c(cc2NCc2ccccc2)n(C)c(=O)n3C)c(C)c1,?,-7%,-15%,nt,nt,1%,2%
COc1cc(OC)c(N(C)C(=O)c2cc3c(=O)oc4ccccc4c3s2)cc1Cl,24%,0%,1%,-9%,-5%,0%,-1%
O=C(c1ccc(CS(=O)(=O)c2c(Cl)cccc2Cl)o1)N1CCN(c2ccccc2)CC1,-1%,0%,9%,-10%,?,1%,-2%

# An excerpt; rates above refer to the full screens.
